# LYPLA1 inh: blocks human lysophospholipase 1, a PME1 counter-screen; O75608; recombinant LYPLA1, FP-Rh probe fluorescence polarization; inhibition, % at 5.9 µM; 0.16% of 320,000 active; AID 2174;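 active = inhibition above the mean of all tested compounds plus 3 SD, set per campaign, cut at about 14% in these data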;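 note: inhibitors block serine hydrolase probe labeling of LYPLA1 so polarization falls; 0% = enzyme with DMSO and 100% = wells lacking LYPLA1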
# pPAFAH FP inh: pPAFAH (human) enzyme inhibition | 1.5% of 330,000 active | Q13093 | recombinant pPAFAH, FP-rhodamine probe fluorescence polarization | AID 463082 | inhibition, % at 3.39 µM;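 active = inhibition above the mean inhibition across the screen plus 3 SD, cut at about 25% in these data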;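 note: inhibitors block binding of the rhodamine activity-based probe so polarization drops; 0% = enzyme with DMSO and 100% = wells lacking pPAFAH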
# Target sequence (Q13093 whole entry, looked up): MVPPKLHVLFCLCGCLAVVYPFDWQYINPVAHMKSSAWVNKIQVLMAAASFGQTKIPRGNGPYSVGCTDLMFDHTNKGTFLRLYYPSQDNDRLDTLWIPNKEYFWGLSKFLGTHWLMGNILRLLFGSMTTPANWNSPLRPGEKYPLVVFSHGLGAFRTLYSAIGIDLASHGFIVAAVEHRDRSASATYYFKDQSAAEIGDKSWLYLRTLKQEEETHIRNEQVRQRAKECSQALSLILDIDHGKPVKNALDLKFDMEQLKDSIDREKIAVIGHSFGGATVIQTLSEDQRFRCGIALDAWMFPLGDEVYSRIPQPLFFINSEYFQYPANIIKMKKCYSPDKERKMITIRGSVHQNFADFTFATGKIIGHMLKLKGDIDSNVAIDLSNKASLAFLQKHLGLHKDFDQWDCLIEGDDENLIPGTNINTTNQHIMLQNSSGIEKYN
# PAFAH1B2 FP inh: blocks human PAF acetylhydrolase 1b catalytic subunit 2 | P68402 | recombinant PAFAH1B2, FP-rhodamine activity probe, fluorescence polarization | inhibition, % at 3.39 µM | 1.2% of 340,000 active | AID 492953;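 active = inhibition above the mean of all tested compounds plus 3 SD, cut at about 24% in these data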;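 note: 0% = enzyme with DMSO and 100% = wells lacking PAFAH1B2; many of its hits are not listed in these tables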
# GSTO1 inh: GSTO1 inhibition, counter-screen for RBBP9 inhibitors; P78417; recombinant GSTO1, activity-based probe fluorescence polarization; inhibition, % at 5.96 µM; 1.1% of 300,000 active; AID 1974;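 active = inhibition above the campaign mean inhibition plus 3 SD, cut at about 35% in these data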;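 note: 0% = GSTO1-1 with DMSO and 100% = wells lacking GSTO1-1 enzyme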
# Fam108B counter: counter-screen for RBBP9 inhibitors: inhibitors of mouse Fam108B | 0.33% of 300,000 active | recombinant Fam108B, FP-Rh probe fluorescence polarization | AID 1947 | inhibition, % at 9.51 µM;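 active = inhibition above the screen mean inhibition plus 3 SD, computed separately per campaign, cut at about 18% in these data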;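 note: inhibitors lower polarization as less probe binds the enzyme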
# PAFAH2 inh: inhibitors of human PAFAH2 | Q99487 | recombinant PAFAH2, FP-rhodamine activity probe, fluorescence polarization | inhibition, % at 3.39 µM | 0.99% of 340,000 active | AID 492956;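 active = inhibition above the mean over all tested compounds plus 3 SD, cut at about 30% in these data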;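 note: inhibitors block probe labeling of enzyme so polarization drops; 0% = enzyme with DMSO and 100% = wells lacking PAFAH2 protein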
# PAFAH1B3 inh: inhibitors of human PAFAH1B3. recombinant PAFAH1B3, FP-rhodamine probe, fluorescence polarization. inhibition, % at 3.39 µM. 0.28% of 340,000 active. AID 492972;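 active = inhibition above the screen-wide average of all tested compounds plus 3 SD, cut at about 25% in these data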;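 note: 0% = enzyme with DMSO only and 100% = wells lacking PAFAH1B3 protein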
# PAD4 FP inh: inhibitors of human PAD4. recombinant PAD4, RCA probe fluorescence polarization. 0.41% of 330,000 active. inhibition, % at 6.36 µM. AID 485272. Q9UM07;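 active = percent inhibition above a cutoff equal to the mean of all tested compounds plus 3 SD, cut at about 15% in these data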;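 note: 0% = PAD4 with RCA probe and DMSO and 100% = probe without PAD4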
# Target sequence (Q9UM07 whole entry, looked up): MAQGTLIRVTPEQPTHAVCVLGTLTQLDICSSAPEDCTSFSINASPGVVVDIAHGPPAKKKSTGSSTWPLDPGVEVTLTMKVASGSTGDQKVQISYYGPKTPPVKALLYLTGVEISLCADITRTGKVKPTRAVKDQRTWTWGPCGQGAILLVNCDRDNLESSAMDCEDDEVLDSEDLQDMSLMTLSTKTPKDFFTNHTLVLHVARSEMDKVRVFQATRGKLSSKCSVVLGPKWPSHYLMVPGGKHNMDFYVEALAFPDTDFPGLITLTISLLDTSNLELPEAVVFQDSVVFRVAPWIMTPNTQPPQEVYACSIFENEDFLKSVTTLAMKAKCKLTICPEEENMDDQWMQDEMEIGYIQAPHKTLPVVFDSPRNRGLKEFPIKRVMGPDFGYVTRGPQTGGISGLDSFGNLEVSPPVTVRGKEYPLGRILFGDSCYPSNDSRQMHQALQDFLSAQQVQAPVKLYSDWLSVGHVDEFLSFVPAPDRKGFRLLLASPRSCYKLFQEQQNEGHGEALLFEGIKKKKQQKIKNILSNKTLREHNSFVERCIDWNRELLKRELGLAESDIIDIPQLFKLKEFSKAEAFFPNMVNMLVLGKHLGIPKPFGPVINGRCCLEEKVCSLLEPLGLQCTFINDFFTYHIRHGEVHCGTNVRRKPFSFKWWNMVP
# PME-1 inh: blocks human protein phosphatase methylesterase 1 | Q9Y570 | recombinant PME-1, FP-Rh probe fluorescence polarization | inhibition, % at 5.9 µM | 0.53% of 320,000 active | AID 2130;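 active = inhibition above the campaign mean of all compounds plus 3 SD, cut at about 26% in these data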;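 note: competitive labeling of PME-1 active site by serine hydrolase directed probe; 0% = PME-1 with DMSO and 100% = wells lacking PME-1 enzyme; inhibitors block probe labeling so polarization falls and inhibition rises; many of its hits are not listed in these tables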
# Starred values were filed as active, the others as inactive; · = not tested or not shown.
SMILES,LYPLA1 inh,pPAFAH FP inh,PAFAH1B2 FP inh,GSTO1 inh,Fam108B counter,PAFAH2 inh,PAFAH1B3 inh,PAD4 FP inh,PME-1 inh
CC1CCCN(c2nc3c(c(=O)n(C)c(=O)n3C)n2CCSc2nc3ccccc3o2)C1 (centres undefined),5,3,1,-4,3,-4,8,-4,-4
Cc1ccc(/C=C2/NC(=O)N(Cc3ccccc3)C2=O)s1,-4,6,0,-6,-5,-3,9,-8,-8
COCCN(Cc1ccccc1)C(=O)c1cc(-c2ccc(OC)c(OC)c2)nc2ccccc12,-4,1,-1,2,-7,-1,7,1,6
CCC(C)C(NS(=O)(=O)c1ccc(C)cc1)C(=O)Oc1ccc2c3c(c(=O)oc2c1)CCC3 (centres undefined),-5,4,5,-7,-3,-3,-6,4,0
Cc1ccc(C(=O)N(CC(=O)NC2CCCC2)c2ccccc2C)s1,-3,3,-5,4,-1,7,-1,-7,1
CCOC(=O)C1CCCN(C(=O)c2cc3cc(F)ccc3[nH]2)C1 (centres undefined),-1,5,2,-4,4,0,6,-6,12
CSc1n[nH]c(NC(C)=O)n1,-7,-3,2,8,-10,1,-5,3,-1
Clc1ccc(C2=NN(c3ccccc3)C(c3ccco3)C2)cc1 (centres undefined),0,4,0,6,0,1,-6,2,-3
Cc1c(CCO)c(=O)[nH]n1S(=O)(=O)c1ccc(F)cc1,5,-4,-2,-3,-1,-4,11,1,1
C=CCC1NS(=O)(=O)OC2CCCC12 (centres undefined),-1,-2,2,2,-4,-3,8,6,1
CC1(C)CC(=O)C(C=NCCc2ccccn2)=C(O)C1,0,2,0,1,3,5,10,0,0
COCCNCCCOc1ccc(C)cc1Br,-2,4,1,-1,-2,3,-3,2,-2
CCC(=O)N1CCc2cc(Br)cc(S(=O)(=O)N3CCC(C(=O)NCCCOC(C)C)CC3)c21,0,-9,2,1,0,7,6,-3,-2
COC(=O)c1ccccc1NC(=O)CSCC(=O)Nc1ccc(F)cc1,-3,-3,-1,4,8,7,8,-2,-1
CN(C)c1ccc(S(=O)(=O)NCC(=O)NCc2ccccc2)cc1[N+](=O)[O-],1,4,-3,6,4,-2,2,2,5

# Complete entries, looked up by structure.
# CN(C)c1ccc(S(=O)(=O)NCC(=O)NCc2ccccc2)cc1[N+](=O)[O-] across the screens: LYPLA1 inh: 1; pPAFAH FP inh: 4; PAFAH1B2 FP inh: -3; GSTO1 inh: 6; Fam108B counter: 4; PAFAH2 inh: -2; PAFAH1B3 inh: 2; PAD4 FP inh: 2; PME-1 inh: 5
# C=CCC1NS(=O)(=O)OC2CCCC12 (centres undefined) across the screens: LYPLA1 inh: -1; pPAFAH FP inh: -2; PAFAH1B2 FP inh: 2; GSTO1 inh: 2; Fam108B counter: -4; PAFAH2 inh: -3; PAFAH1B3 inh: 8; PAD4 FP inh: 6; PME-1 inh: 1
# COC(=O)c1ccccc1NC(=O)CSCC(=O)Nc1ccc(F)cc1 across the screens: LYPLA1 inh: -3; pPAFAH FP inh: -3; PAFAH1B2 FP inh: -1; GSTO1 inh: 4; Fam108B counter: 8; PAFAH2 inh: 7; PAFAH1B3 inh: 8; PAD4 FP inh: -2; PME-1 inh: -1

# The list continues:
SMILES,LYPLA1 inh,pPAFAH FP inh,PAFAH1B2 FP inh,GSTO1 inh,Fam108B counter,PAFAH2 inh,PAFAH1B3 inh,PAD4 FP inh,PME-1 inh
Cc1ccc(NC(=O)Cn2c(=O)n(CCCC(=O)NCc3ccco3)c(=O)c3ccccc32)cc1,-1,2,0,2,-6,-2,6,-1,-4
Cc1cccc(OCc2cc(-c3ccccc3)no2)c1C,-7,6,0,1,-4,-6,0,-4,-6
CCc1cccc(C)c1NC(=O)C1CCCO1 (centres undefined),-2,4,4,-4,0,8,-3,-1,-6
COc1ccccc1CNC(=O)Cn1nc(C(F)(F)F)cc1C,3,4,-1,·,·,-1,0,-1,2
CC1CCCN(c2c3c(nc4ccccc24)CCCC3)C1 (centres undefined),2,13,-2,0,3,3,4,2,-4
COc1ccc2cc3cc(C(=O)NCc4ccc5c(c4)OCO5)oc3nc2c1,-8,0,-1,2,-11,8,-3,1,-9
CCN(C[C@H]1N[C@@](Cc2ccccc2)(C(=O)OC)[C@H]2C(=O)N(Cc3ccccc3)C(=O)[C@@H]12)C(=O)Nc1ccc(F)cc1,·,2,5,·,·,-2,4,-2,·
Cn1cccc1Cc1nnc(SCC(=O)NCc2ccc(F)cc2)n1-c1ccc(F)cc1,2,3,9,4,4,2,17,2,5
COC(=O)CCCNC(=O)CCc1nnc(-c2ccc(-c3ccccc3)cc2)o1,1,13,4,1,2,0,6,-3,1
Cc1noc(C)c1COc1ccccc1C(=O)NC1CCC(C)CC1 (centres undefined),2,-4,1,-7,5,-4,1,3,7
COc1ccc(-c2nnc(SCC(=O)NCc3cccs3)n2CC(C)C)cc1,0,-2,-4,4,3,-3,4,-6,-2
CCOc1ccc(NC(=O)C2=C(C)C(=O)OC23CCC(C)CC3)cc1 (centres undefined),2,3,3,-4,-3,-4,-5,-3,-4
COCCn1c(SCc2cccnc2)nnc1-c1c[nH]c2ccccc12,1,7,3,5,1,9,2,0,-1
COc1ccc(N2CCN(CC(=O)c3ccccc3)CC2)cc1,2,4,3,0,2,5,4,0,5
COc1cc(=O)n2c(-c3ccccc3)csc2n1,1,0,3,-3,-1,-5,5,-3,-2
Cc1ccc(S(=O)(=O)NC(=O)c2cccc(Br)c2)cc1,-6,1,4,-3,5,9,12,0,0
CCN(c1ccc(NC(=O)c2ccc(N3CCCC3=O)cc2)cc1)C(C)C,16*,2,9,3,5,6,7,-3,7
O=C1C(=O)N(CC2COc3ccccc3O2)c2ccccc21 (centres undefined),-3,2,2,0,-3,-7,4,-7,6
CNC(=O)c1ccccc1NC(=O)c1ccco1,3,12,2,1,-4,1,7,0,6
Cc1ccc(NC2(C(F)(F)F)N=C(c3ccccc3)NC2=O)nc1 (centres undefined),0,3,-2,-2,-2,-4,3,-6,1
Cc1ccc(C(=O)N2CCC(N3CCC(C(=O)N4CCOCC4)CC3)CC2)cc1C,-3,0,0,-2,-5,1,-3,-7,-5
Clc1ccc(Cn2ccc(-c3ccc4c(c3)OCO4)n2)cc1Cl,-3,5,6,4,-4,-2,2,6,2
CC(O)Cc1cn(CC(=O)N2CCN(C(=O)OC(C)(C)C)CC2)nn1 (centres undefined),2,3,2,7,-1,4,1,-6,2
N#CCC(=O)Nc1ccccc1C(=O)O,-2,-3,4,1,1,4,-2,2,-2
CN(C(=O)CSc1nnc(-c2ccc(C(C)(C)C)cc2)n1C)C1CCS(=O)(=O)C1 (centres undefined),-1,4,2,·,·,-4,4,2,4
CC(NC(=O)Nc1ccccc1)C(c1cccs1)N1CCN(C)CC1 (centres undefined),2,2,-2,4,-1,0,3,3,2
CC(O)CNCCCOc1ccccc1OCc1ccccc1 (centres undefined),3,0,1,4,1,1,-5,0,-1
O=C(NCc1cccnc1)C(=O)NCC1OCCN1S(=O)(=O)c1cc(F)ccc1F (centres undefined),5,-2,1,5,0,-5,1,1,1
Cc1oc(-c2ccc(Cl)cc2)nc1CS(=O)CC(=O)NCCCN1CCN(Cc2ccccc2)CC1 (centres undefined),-4,3,2,3,-1,3,7,-1,0
O=C(C1CCCN(S(=O)(=O)Cc2ccccc2)C1)N1CCCCC1 (centres undefined),-2,6,2,2,-1,-1,-8,4,2
CCCn1c(SCC(=O)O)nc2ccccc21,3,-1,6,-5,0,-4,6,1,-10
Cc1ccc(C(=O)Nc2oc(-c3ccccc3)cc2C#N)cc1,-2,-6,3,-1,7,1,7,-9,1
CN1C(=O)C(CC(=O)Nc2ccccc2)S/C1=N/c1nccs1 (centres undefined),1,-1,-2,3,-3,-9,6,-21,-1
OCCNc1nc2ccccc2n1CC(O)c1ccccc1 (centres undefined),0,-2,5,-2,2,6,-6,-4,0
CN(Cc1ccccc1)S(=O)(=O)c1ccc(NC(=S)NC(=O)C(C)(C)C)cc1,-7,-1,2,-8,-3,-6,-3,5,-2
COc1ccc(OC)c(CN2CCN(c3ccc(S(=O)(=O)N4CCCC4)cn3)CC2)c1,0,6,-2,·,·,5,2,1,5
O=C(Cn1c(=O)[nH]c2ccsc2c1=O)NC1CCCCC1,4,3,3,0,2,5,8,-4,1
OCCNc1nc(Nc2ccc(Cl)cc2)nc(N2CCCC2)n1,-1,13,6,-2,2,-3,-1,1,-1
COc1cccc(OCC(O)CO)c1 (centres undefined),-1,-3,3,2,2,-4,4,3,-2
Cc1cc(C(=O)CN2C(=O)c3ccccc3C2=O)c(C)n1Cc1cccs1,-4,14,2,-4,-2,-3,-1,0,-2
Nc1nc(NCc2ccccc2)nc(Nc2ccc(F)cc2)c1[N+](=O)[O-],0,1,1,-2,-4,-7,-1,3,1
CC1CCN(CC(O)COC2CCC(C(C)(C)C)CC2)CC1 (centres undefined),3,8,-2,2,4,-7,-1,-4,2
CNC(=O)COC(=O)CNC(=O)c1cc(Cl)cc([N+](=O)[O-])c1,1,3,4,6,-1,0,0,-2,-1
O=C(Cn1cnc2ccccc2c1=O)Nc1nc2ccccc2s1,2,1,2,-3,0,4,8,-2,-11
Cc1cc([N+](=O)[O-])c(C(C)(C)C)cc1N,0,1,-1,-1,2,-5,7,-1,0
Cn1c(N)c(C(=O)COC(=O)c2cccs2)c(=O)n(C)c1=O,1,0,-5,7,2,5,2,3,4
CCC1C(C#N)=C(SCC(N)=O)NC2=C1C(=O)CC(C)(C)C2 (centres undefined),3,6,·,-6,-1,·,·,3,4
COc1ccc(C(=O)CN2C(=O)NC(C)(c3ccc(C)cc3)C2=O)cc1OC (centres undefined),6,3,-1,-3,6,-3,-3,-3,2
Cc1onc(-c2ccccc2)c1C(=O)NC(C)c1ccccc1 (centres undefined),3,1,3,11,-1,2,9,-1,0
N#CC1=C(N)C(C#N)(C#N)[C@H](c2cccnc2)[C@H]2CN(C(=O)OCc3ccccc3)CC=C12,-3,12,0,21,-1,4,7,3,25
CC1Cc2cc(C(=O)O)ccc2O1 (centres undefined),-1,1,1,8,2,1,5,2,-3
Clc1ccccc1SCc1nc2ccccc2[nH]1,-2,-2,6,0,-1,4,2,-2,-4
C[C@H](CO)N1C[C@H](C)[C@@H](CN(C)Cc2ccc(C(=O)O)cc2)Oc2c(NC(=O)Cc3ccccc3)cccc2C1=O,·,0,1,·,·,11,-1,-1,·
COC(=O)c1cc2c(ccn2-c2ccc(F)cc2)n1C(C)C,0,12,7,5,-1,4,1,5,-2
Cc1[nH]c2ccccc2c1N=Nc1ccccc1C(=O)O,1,47*,6,23,11,9,20,-19,30*
O=C(Cc1ccccc1[N+](=O)[O-])NCCC1=CCCCC1,1,7,2,-4,5,-9,7,2,-4
COc1ccc(Cl)cc1N(CC(=O)NCC(C)C)S(=O)(=O)c1ccc(C)c([N+](=O)[O-])c1,-5,2,3,5,-1,-1,9,2,-2
CN1CCN(C(CNC(=O)C(=O)Nc2ccc3c(c2)OCO3)c2ccc(F)cc2)CC1 (centres undefined),2,4,5,-5,3,3,-1,-6,-3
CCN(CC)S(=O)(=O)c1ccc(C(=O)NCc2cccs2)cc1,0,-1,0,0,-2,0,7,4,1
CCOc1ccccc1C1C(C(=O)Nc2ccc(OC)cc2)=C(C)Nc2nc(CCCO)nn21 (centres undefined),-2,8,-3,1,0,1,8,-5,0
COc1cccc(OCC(=O)N(C)Cc2nc(-c3ccccc3)no2)c1,3,2,-4,0,2,6,1,-2,5
COc1ccc(OC)c(S(=O)(=O)N2CCN(c3ccccc3OC)CC2)c1,-1,2,3,2,-3,4,6,5,-5

# Screens: PubChem, The Scripps Research Institute Molecular Screening Center

# Some of the compounds tested, so the mix of outcomes need not match the whole.
